From PubChem
influenza NS1A: H1N1 influenza NS1A inhibitors, functional cell based assay (AID 504329). NS1A functional cell-based assay, percent inhibition; higher % means a stronger effect. inhibition, % at 12.5 µM; hits with a dose series show IC50 in µM. 340,000 compounds, 0.3% hits; in the data active = a potency from the dose series; inconclusive = inhibition above about 27% without an active follow-up result; also: strong numbers were not always called active
M. tuberculosis HTS: M. tuberculosis growth inhibition, HTS (AID 449762); M. tuberculosis H37Rv growth inhibition, 7H9 media; higher % means a stronger effect; one-dose inhibition, % at 25 µM; IC50 in µM for titrated hits; 330,000 compounds, 0.59% hits; in the data active = a potency from the dose series; inconclusive = inhibition above about 70% without an active follow-up result;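 also: bacterial growth assessed after seven days of incubation; strong numbers were not always called active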
inhibitors of VEEV: inhibitors of VEEV TC-83 cytopathic effect, confirmation, Vero cells (AID 588727) | Vero cells, VEEV TC-83 cytopathic effect inhibition; higher % means a stronger effect | inhibition, % at 20 µM; hits with a dose series show IC50 in µM | 350,000 compounds, 0.13% hits; in the data active = a potency from the dose series; inconclusive = inhibition mostly from about 14% at the one dose, without a potency; inactive = the rest, 99 in 100 with inhibition below about 12%; also: strong numbers were not always called active
tuberculosis growth: growth inhibition of non-replicating M. tuberculosis (AID 488890); Mycobacterium tuberculosis non-replicating, growth inhibition; higher % means a stronger effect; one-dose inhibition, % at 25 µM; IC50 in µM for titrated hits; 320,000 compounds, 0.39% hits; in the data active = a potency from the dose series; inconclusive = inhibition mostly from about 82% at the one dose, without a potency; inactive = the rest, 99 in 100 with inhibition below about 76%;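 also: plate controls were DMSO cells for no effect and high antibiotic wells for full effect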
PhoP GFP inhibition: PhoP regulon inhibitors, Salmonella typhi PhoP promoter GFP reporter, confirmatory (AID 1850). Salmonella Typhi PhoP-promoter GFP reporter, fluorescence, 4 h; higher % means a stronger effect. one-dose inhibition, % at 50 µM; IC50 in µM for titrated hits. 310,000 compounds, 0.33% hits; in the data active = a potency from the dose series; inconclusive = inhibition mostly from about 25% at the one dose, without a potency; inactive = the rest, 99 in 100 with inhibition below about 19%;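 also: 0% = induced wells with vehicle and 100% = uninduced wells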
inhibitors of VEEV 10K pilot screen: also measured in inhibitors of VEEV; calls as there; inhibition, %; measured here: 10K pilot screen inhibition
Active calls of the source: *; i = inactive; ? = inconclusive; nt = no result given.

SMILES | influenza NS1A | M. tuberculosis HTS | inhibitors of VEEV | tuberculosis growth | PhoP GFP inhibition | others
Cn1ccc(NS(=O)(=O)c2cc(Br)ccc2Br)n1 | -13.7% | 7.1% | 2.5% | 19.6% | nt
CC1(C)O[C@@H]2[C@H](O1)[C@@H](COS(=O)(=O)O)O[C@H]2n1cnc2c(=O)[nH]cnc21 | -9.8% | 10.1% | 0.6% | -9.9% | nt
CCOC(=O)N1CCN(C(=O)c2cnn(-c3ccccc3)c2NC(=O)c2ccccc2F)CC1 | -8.7% | -3.0% | 0.8% | -3.6% | -3.1%
COc1ccccc1C(=O)N/C(=C\c1cn(C)c2ccccc12)C(=O)NCCCn1ccnc1 | -0.9% | 6.1% | 2.9% | 13.6% | 10.0%
CCc1ccc(NC(=O)N2CCCCCC2)cc1 | 18.1% | -0.6% | 1.4% | 11.4% | -1.9%
CCOC(=O)c1c(C)[nH]c(C(=O)CSc2nccc(C)n2)c1C | 2.9% | 3.2% | 1.1% | 3.1% | -5.7%
Cc1ccccc1NC(=O)c1ccc(OCc2c(C)noc2C)cc1 | -10.8% | -8.6% | 9.0% | 11.5% | nt
COc1cc(CC(=O)Nc2nccs2)cc(OC)c1OC | -3.8% | -4.1% | 1.3% | 0.2% | 5.8%
CCCc1cc(=O)[nH]c2nnc(SCC(=O)Nc3cccc(NC(C)=O)c3)n12 | -5.2% | 6.8% | 0.6% | -9.3% | -9.1%
Cc1ccc(NC(=O)C2CC(=O)N(c3ccc4c(c3)OCCO4)C2)nc1 (stereo unspecified) | -6.8% | 8.5% | 0.8% | -15.5% | 4.7%
COC(=O)c1nnn(-c2cc(Cl)cc(Cl)c2)c1C(=O)OC | -4.4% | 1.3% | 0.7% | 70.0% | 3.9%
CC(=O)c1ccc(S(=O)(=O)NC2CC(=O)N(c3ccc(C)cc3)C2)cc1 (stereo unspecified) | -4.3% | -0.8% | 0.8% | -9.8% | 2.6%
Cc1nc(N)nc(-c2ccccc2O)n1 | 0.9% | 0.8% | 3.0% | -6.4% | -3.9%
COP(=O)(OC)C1(Nc2ccc(C)cc2)CCCCC1 | 8.8% | -2.3% | 2.2% | 11.1% | -7.0%
CCOCCOC(=O)c1ccc(NC(=O)C2COc3ccccc3O2)cc1 (stereo unspecified) | -2.7% | ? | 7.7% | 4.16µM* | -2.1%
CCOc1ncccc1C(=O)NNC(=O)c1csc(N2CCOCC2)n1 | -7.7% | 53.0% | 8.0% | 69.7% | 0.5%
COc1ccc(S(=O)(=O)N2CCCC2CNC(=O)C(=O)NCc2ccc3c(c2)OCO3)cc1 (stereo unspecified) | -6.8% | 23.3% | 6.8% | nt | 0.7%
CN1CCN(c2nc3ccccc3c(=O)n2-c2ccccc2)CC1 | 0.8% | -8.4% | 0.3% | nt | 1.3%
O=C(NCc1ccc(F)cc1)c1ccc2c(c1)S(=O)(=O)c1ccccc1C2=O | 4.8% | 4.5% | 7.3% | -6.9% | -3.1%
COc1ccccc1C(=O)OCc1ccc2sc(C)nc2c1 | -4.3% | 5.8% | 0.6% | 69.0% | 11.9%
CN(C)S(=O)(=O)c1ccc(N2CCCC2)c(C(=O)Nc2nc3ccccc3s2)c1 | 19.7% | -2.8% | 0.6% | 49.5% | -6.3%
CCCOc1ccc(C(=O)NCCO)cc1 | 4.0% | -10.9% | 0.8% | -7.6% | -12.2%
COc1ccc(/C=N/NC(=O)Cc2csc(Nc3cccc(C(F)(F)F)c3)n2)c(OC)c1 | 3.6% | 0.8% | 5.8% | -2.9% | 5.1%
COc1ccc(OCCCC(=O)Nc2ccc3c(c2)OCCO3)cc1 | 3.1% | ? | 0.6% | -11.2% | 10.7%

Sorted by length of the SMILES (high to low): some entries from above.
SMILES | influenza NS1A | M. tuberculosis HTS | inhibitors of VEEV | tuberculosis growth | PhoP GFP inhibition | others
COc1ccc(/C=N/NC(=O)Cc2csc(Nc3cccc(C(F)(F)F)c3)n2)c(OC)c1 | 3.6% | 0.8% | 5.8% | -2.9% | 5.1%
COc1ccccc1C(=O)N/C(=C\c1cn(C)c2ccccc12)C(=O)NCCCn1ccnc1 | -0.9% | 6.1% | 2.9% | 13.6% | 10.0%
CC(=O)c1ccc(S(=O)(=O)NC2CC(=O)N(c3ccc(C)cc3)C2)cc1 (stereo unspecified) | -4.3% | -0.8% | 0.8% | -9.8% | 2.6%

More compounds follow.
SMILES | influenza NS1A | M. tuberculosis HTS | inhibitors of VEEV | tuberculosis growth | PhoP GFP inhibition | others
CCOC(=O)C1C(=O)CC(C)(O)C(C(=O)OCC)C1c1ccc(N(CC)CC)cc1 (stereo unspecified) | 11.6% | 0.2% | 0.8% | 8.0% | 0.8%
COc1nnc(-c2ccc(N3CCCCC3)c(NC(C)=O)c2)c2ccccc12 | -0.7% | 4.3% | 0.8% | 28.9% | -3.6%
CC12CCC(=O)N1C(C(=O)Nc1cccc3ccccc13)CS2 (stereo unspecified) | -3.4% | 4.9% | 7.2% | 17.5% | -2.1%
C/C(=N\NC(=O)c1cc2c(s1)CCC(C)C2)c1ccncc1 (stereo unspecified) | 3.0% | >100µM* | 0.5% | 29.0% | -8.3% | inhibitors of VEEV 10K pilot screen=0.2
CCN1CCN(c2cc(N3CCN(C(=O)c4ccco4)CC3)c3c4c(onc24)-c2ccccc2C3=O)CC1 | ? | ? | i | 61.3% | -0.2%
CC(C)CN(C(=O)COC(=O)C12CC3CC(CC(Cl)(C3)C1)C2)c1c(N)n(Cc2ccccc2)c(=O)[nH]c1=O | -12.3% | 17.1% | 4.5% | 0.0% | -2.1%
O=C(Nc1ncn[nH]1)c1ccccc1O | 12.4% | -1.2% | 1.2% | 4.8% | 5.6%
O=C(CSCC(=O)c1ccccc1)Nc1ccccc1Cl | 3.0% | 39.9% | 1.9% | ? | 0.2%
COc1ccccc1-n1cnc2cc(NCc3cccs3)ccc21 | 6.8% | 59.6% | 8.9% | 43.4% | 9.8%
Cc1c(-n2c(SCC(C)C)nc3ccccc3c2=O)c(=O)n(-c2ccccc2)n1C | 2.7% | -1.4% | i | 5.3% | 9.9%
COC(=O)c1cc2occc2n1CC(=O)Nc1ccc(OC)c(OC)c1OC | -3.3% | 1.1% | i | -27.0% | 11.8%
COc1ccc(S(=O)(=O)N2CCOc3ccccc32)cc1 | -2.3% | -4.8% | 0.1% | -7.2% | 1.5%
CCOc1ccc(NS(=O)(=O)c2ccc(NC(=S)NC(=O)CC(C)C)cc2)cc1 | -21.7% | ? | ? | ? | 0.3%
CCc1cc(=O)oc2cc(C)cc(OCC(=O)N3CCC(C(=O)NC(C)C)(c4ccccc4)CC3)c12 | -3.0% | -4.2% | 12.5% | 29.0% | 9.2%
CCc1cccc2c(C(=O)CN3C(=O)N(C)C4(CCCCC4)C3=O)c[nH]c12 | 0.6% | -2.1% | 6.9% | 27.9% | nt
Cc1c(Cl)cccc1NC(=O)c1ccc(OCC(=O)NCc2ccccc2)cc1 | 16.1% | 5.4% | 0.3% | -7.8% | -4.5%
O=C(NCc1ccccc1)c1ccccc1-c1nc2ccccc2[nH]1 | -7.6% | 5.1% | 2.1% | 15.7% | 13.6%
CC(=O)Nc1ccc(Nc2c([N+](=O)[O-])cc(S(C)(=O)=O)cc2[N+](=O)[O-])cc1 | 17.0% | -3.5% | i | -2.8% | -2.8%
O=C(NCCCc1ccncc1)C1CCC(=O)N(Cc2cccc(F)c2)C1 (stereo unspecified) | 3.5% | -5.6% | i | -0.1% | -5.7%
O=C(CSc1nnc(NC(=O)C2CCC2)s1)Nc1ccccc1Br | -7.5% | -4.1% | 1.0% | 29.1% | -2.6%
CCOC(=O)c1c[nH]c2c(Cl)c(Cl)ccc2c1=O | -9.1% | -1.5% | 0.2% | -10.0% | -1.0%
CCN(CC)CCOC(=O)c1ccc(N/C=C(/C#N)c2nc(-c3ccc4c(c3)OCO4)cs2)cc1 | 7.0% | 28.4µM* | i | 73.2% | 10.2%
Cc1ccc(NC(=S)NCCc2ccc(F)cc2)c(C)c1 | -3.1% | 2.3% | i | ? | -3.8%
N#Cc1nc(COc2ccc(-c3ccccc3)cc2)oc1NCc1cccnc1 | -2.4% | 1.9% | 0.5% | 66.0% | 14.6%

The last two records of the section above lead into the next.
SMILES | influenza NS1A | M. tuberculosis HTS | inhibitors of VEEV | tuberculosis growth | PhoP GFP inhibition | others
Cc1ccc(NC(=S)NCCc2ccc(F)cc2)c(C)c1 | -3.1% | 2.3% | i | ? | -3.8%
N#Cc1nc(COc2ccc(-c3ccccc3)cc2)oc1NCc1cccnc1 | -2.4% | 1.9% | 0.5% | 66.0% | 14.6%
O=C(NCCCn1ccnc1)c1nc(Cn2cc([N+](=O)[O-])cn2)no1 | 5.1% | -1.5% | 0.2% | 6.1% | 4.3%
CC1=Nc2cc(C(=O)NCCN3CCOCC3)ccc2Sc2c(C)ccc(C)c21 | 4.0% | 7.5% | i | 2.6% | -0.2%
N#CC1=C(N)Oc2cc(O)ccc2C1c1ccccc1 (stereo unspecified) | 4.1% | -6.5% | 1.5% | 1.4% | -7.5%
CCc1ccc(N2CC(C(=O)OCC(=O)N(CC)c3c(N)n(Cc4ccccc4)c(=O)[nH]c3=O)CC2=O)cc1 (stereo unspecified) | -13.9% | nt | i | nt | nt
COc1ccc(CN2C(=O)C(C)Nc3ncnc(N4CCN(c5ccccc5)CC4)c32)cc1 (stereo unspecified) | 10.5% | -2.2% | 3.2% | 50.6% | nt
Cc1ccc(N2C(=O)CSC2=S)cc1C | -11.9% | -6.1% | i | 0.7% | -11.9%
CCN(CC)S(=O)(=O)c1cc(NC(=O)CN2CCN(c3ccccn3)CC2)ccc1C | -9.6% | -9.0% | 5.7% | 1.9% | -11.1%
O=C(O)C1C2C=CC(O2)C1C(=O)NC1CCCc2ccccc21 (stereo unspecified) | -6.0% | -3.7% | 0.2% | 8.0% | -0.6%
O=C(CSc1nnc(-c2ccco2)o1)c1ccccc1Cl | -3.6% | 62.5% | 0.5% | 38.5% | 4.8%
CN(Cc1cc2ccccc2[nH]c1=O)S(C)(=O)=O | 0.2% | -6.0% | 4.5% | -11.2% | 4.3%
NC(=O)C1(C(=O)O)OC1(c1ccc(Cl)cc1)c1ccccc1Cl (stereo unspecified) | 0.9% | nt | 3.4% | nt | nt
Cc1ccc(-c2csc3nc(SCC(=O)N(C)C)n(Cc4ccccc4)c(=O)c23)cc1 | -1.7% | -4.9% | 8.7% | 36.4% | -1.8%

Filtered by structure: the entries above with two or more sulfur atoms.
SMILES | influenza NS1A | M. tuberculosis HTS | inhibitors of VEEV | tuberculosis growth | PhoP GFP inhibition | others
CN(C)S(=O)(=O)c1ccc(N2CCCC2)c(C(=O)Nc2nc3ccccc3s2)c1 | 19.7% | -2.8% | 0.6% | 49.5% | -6.3%
CCOc1ccc(NS(=O)(=O)c2ccc(NC(=S)NC(=O)CC(C)C)cc2)cc1 | -21.7% | ? | ? | ? | 0.3%
O=C(CSc1nnc(NC(=O)C2CCC2)s1)Nc1ccccc1Br | -7.5% | -4.1% | 1.0% | 29.1% | -2.6%
Cc1ccc(N2C(=O)CSC2=S)cc1C | -11.9% | -6.1% | i | 0.7% | -11.9%
Cc1ccc(-c2csc3nc(SCC(=O)N(C)C)n(Cc4ccccc4)c(=O)c23)cc1 | -1.7% | -4.9% | 8.7% | 36.4% | -1.8%

The list continues.
SMILES | influenza NS1A | M. tuberculosis HTS | inhibitors of VEEV | tuberculosis growth | PhoP GFP inhibition | others
C[n+]1ccn(CC(=O)c2cccs2)c1 | -0.2% | 1.2% | 0.6% | 8.7% | -1.7%
COC(=O)/C=C/c1cc(F)ccc1S(=O)(=O)NC(C)(C)C | -21.4% | -4.2% | 1.9% | 10.8% | 5.9%
CCN(CC)CCNC(=S)Nc1ccc2nc(N3CCN(CC)CC3)cc(C)c2c1 | 24.2% | 2.6% | 0.4% | 12.1% | 5.4%
N#Cc1ccc(C23CC4(C2)[C@H](CN(Cc2ccc(-c5ccccc5)cc2)[C@@H]4c2ccccc2)C3c2ccccc2)cc1 (stereo partly specified) | 2.8% | 4.6% | i | nt | -4.5%
Cc1cccc(C(=O)OCC(=O)Nc2c(C)n(C)n(-c3ccccc3)c2=O)c1O | -12.5% | -0.3% | 2.3% | -8.6% | nt
C=CCc1c(Cl)nc(C)nc1NCc1ccccc1 | -6.7% | -1.6% | i | 32.0% | -1.5%
CC(/C=C/c1ccco1)=N/NC(=O)OC(C)(C)C | -1.7% | -6.5% | 0.8% | -12.0% | 0.8%
